FBA Mtb inh = Mtb FBA enzyme inhibitors, primary screen, biochemical, fluorescence, strain H37Rv | purified M. tuberculosis FBA, fluorescence read-out | inhibition, % at 1 µM | hit rate 2.3% among 360,000; in the data active = inhibition above about 27%;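 note: 0% = vehicle and 100% = reference inhibitor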
Target sequence (P9WQA3 whole entry, looked up): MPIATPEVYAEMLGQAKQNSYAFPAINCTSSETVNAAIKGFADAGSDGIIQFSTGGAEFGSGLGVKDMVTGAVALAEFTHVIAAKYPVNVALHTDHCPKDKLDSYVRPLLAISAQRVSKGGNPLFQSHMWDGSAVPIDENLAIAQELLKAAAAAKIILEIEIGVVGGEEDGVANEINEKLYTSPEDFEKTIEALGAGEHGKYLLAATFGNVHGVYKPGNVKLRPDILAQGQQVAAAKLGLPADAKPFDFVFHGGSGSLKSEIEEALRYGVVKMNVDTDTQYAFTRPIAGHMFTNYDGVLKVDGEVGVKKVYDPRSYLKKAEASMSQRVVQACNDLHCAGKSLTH
PrPC surface inh = inhibitors of human cell surface prion protein PrPC, primary screen, cell-based, TR-FRET; TR-FRET read-out; inhibition, % at 13.8 µM; hit rate 0.43% among 370,000; in the data active = inhibition above about 24%; note: 0% = median of the test wells and 100% = reference compound wells
Mtb BioA inh = M. tuberculosis BioA enzyme inhibitors, primary screen, biochemical, plate reader, single point, HTS; AID 602481, 2012; purified M. tuberculosis BioA enzyme; hit rate 0.096% among 360,000; inhibition, % at 9.99 µM; in the data active = inhibition above about 40%; inconclusive = no clear call, values can overlap the other calls
GDH-TPI counter = GDH-TPI coupling enzyme inhibitors, primary screen, artefact control for M. tuberculosis FBA inhibitor project, biochemical, absorbance, full deck | GDH-TPI coupled enzyme counterscreen, NADH absorbance | hit rate 1.2% among 360,000 | inhibition, % at 4.8 µM; in the data active = inhibition above about 30%;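 note: 0% = DMSO wells and 100% = wells lacking the enzyme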
BoNT F protease = BoNT/F light chain protease inhibitors, primary screen, biochemical, flow cytometry, MLPCN library; Botulinum neurotoxin type F light chain protease (Clostridium botulinum); Multiplex microsphere protease cleavage assay; inhibition, % at 10 µM; hit rate 0.22% among 360,000; in the data active = inhibition above about 35%, passing the limit was not always enough; inconclusive = no clear call, values can overlap the other calls; note: plate controls were buffer without enzyme for full effect and enzyme alone for no effect
MazEF act = activators of E. coli MazEF toxin-antitoxin RNase, primary screen, biochemical, fluorescence, uHTS | FAM/BHQ RNA-DNA oligo cleavage fluorescence, 5 h | hit rate 0.32% among 350,000 | activation, % at 20 µM | Endoribonuclease toxin MazF (Escherichia coli (strain K12)), P0AE70; in the data active = activation above about 50%
Target sequence (P0AE70 whole entry, looked up): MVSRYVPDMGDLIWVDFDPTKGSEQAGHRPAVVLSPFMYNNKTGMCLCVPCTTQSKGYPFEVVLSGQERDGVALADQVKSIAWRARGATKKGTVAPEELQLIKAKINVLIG
Rv3671c inh = Rv3671c serine protease inhibitors, primary screen, biochemical, fluorescence polarization, M. tuberculosis H37Rv. hit rate 0.048% among 320,000. AID 2606, 2010. inhibition, % at 5.96 µM. P9WHR9; in the data active = inhibition above about 38%;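 note: extracellular domain of Rv3671c used as enzyme; 0% = enzyme with DMSO and 100% = no enzyme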
FadD28 FP inh = inhibitors of FadD28 bisubstrate probe binding, primary screen, biochemical, fluorescence polarization, single point; Mycobacterium tuberculosis FadD28 fatty-acid-AMP ligase; inhibition, % at 12.5 µM; hit rate 0.22% among 360,000; AID 588549, 2011; in the data active = inhibition above about 8.5%, passing the limit was not always enough; inconclusive = no clear call, values can overlap the other calls
Mtb UGM inh = M. tuberculosis UGM enzyme inhibitors, primary screen, biochemical, fluorescence polarization, single point; UDP-galactopyranose mutase (Mycobacterium tuberculosis (strain ATCC 25618 / H37Rv)), …; purified UGM, fluorescence polarization probe displacement; inhibition, % at 10 µM; hit rate 0.06% among 320,000; in the data active = inhibition above about 10%, passing the limit was not always enough; inconclusive = no clear call, values can overlap the other calls
Target sequence (P9WIQ1 whole entry, looked up): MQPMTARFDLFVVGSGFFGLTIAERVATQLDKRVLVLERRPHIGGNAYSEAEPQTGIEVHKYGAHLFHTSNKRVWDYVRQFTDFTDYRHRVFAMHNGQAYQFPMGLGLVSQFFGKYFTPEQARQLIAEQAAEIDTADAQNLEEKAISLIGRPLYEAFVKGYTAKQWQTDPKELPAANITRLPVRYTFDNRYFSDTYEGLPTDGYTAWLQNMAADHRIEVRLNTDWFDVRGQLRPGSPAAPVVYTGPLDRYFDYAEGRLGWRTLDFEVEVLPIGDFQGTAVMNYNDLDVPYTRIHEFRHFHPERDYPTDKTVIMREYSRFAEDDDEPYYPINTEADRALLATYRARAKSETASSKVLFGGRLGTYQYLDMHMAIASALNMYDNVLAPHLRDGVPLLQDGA
Starred values were filed as active, the others as inactive; ? = inconclusive; . = no result given.

SMILES | FBA Mtb inh | PrPC surface inh | Mtb BioA inh | GDH-TPI counter | BoNT F protease | MazEF act | Rv3671c inh | FadD28 FP inh | Mtb UGM inh
Cn1c(=O)c(=O)n(C)c2cc(S(=O)(=O)NCCOc3ccccc3Cl)ccc21 | 0 | 8 | . | 10 | -11 | 8 | 8 | -0.7 | 0.8
Cc1nc2scc(-c3ccc(C(C)C)cc3)c2c(=O)n1N | 3 | 12 | . | -1 | -8 | 11 | 6 | -0.4 | 6.0
COc1ccc(-n2cnc3ccccc32)cc1 | 1 | 2 | 1.2 | 2 | -6 | 6 | -7 | -1.3 | 3.4
Cc1noc(C)c1CSc1nnc2sc3ccccc3n12 | 2 | -3 | 0.8 | 6 | 12 | -1 | 7 | -0.7 | -0.7
CCOC(=O)N1CCC(NC(=O)c2ccc(CS(=O)c3ccc(Cl)cc3)o2)CC1 (stereo not given) | 1 | 0 | 0.8 | 2 | -2 | 0 | 7 | 0.2 | -0.5
CCC1(c2ccccc2)NC(=O)N(CC(=O)Nc2ccc(N3CCOCC3)cc2)C1=O (stereo not given) | -1 | 4 | -0.9 | -7 | -2 | 1 | 5 | -3.1 | 1.3
COc1ccc(N2CCN(C(=O)CN(C)S(=O)(=O)c3cccs3)CC2)cc1 | 5 | 4 | 3.0 | -2 | -1 | -1 | -2 | -2.5 | -0.4
CN(C)/C=C1\C(=O)N(c2ccc([N+](=O)[O-])cc2)N=C1c1ccccc1 | 0 | -2 | -1.0 | 17 | -6 | -7 | -2 | -1.2 | 1.1
COc1ccccc1/C=C1\SC(=O)N(CCC(=O)N(C)C2CCS(=O)(=O)C2)C1=O (stereo not given) | -2 | 0 | 0.8 | 26 | 1 | 4 | 4 | -5.2 | -2.2
CC(=O)Nc1cccc(/C(C)=N/NC(=S)NC(C)C)c1 | 4 | 6 | . | 3 | -2 | -1 | 4 | -2.4 | 2.0
COc1ccccc1C(=O)NC(=S)Nc1ccccc1N1CCCC1 | 3 | 9 | 0.6 | -4 | -3 | . | -63 | -2.8 | 2.1
CC(=O)C1CCC2C3CCC4=CC(=O)C=CC4(C)C3C(=O)CC12C (stereo not given) | 3 | -9 | 4.3 | 1 | 2 | 9 | . | -2.4 | .

Two entries from above, field by field.
CCOC(=O)N1CCC(NC(=O)c2ccc(CS(=O)c3ccc(Cl)cc3)o2)CC1 (stereo not given)
  FBA Mtb inh: 1
  PrPC surface inh: 0
  Mtb BioA inh: 0.8
  GDH-TPI counter: 2
  BoNT F protease: -2
  MazEF act: 0
  Rv3671c inh: 7
  FadD28 FP inh: 0.2
  Mtb UGM inh: -0.5

CCC1(c2ccccc2)NC(=O)N(CC(=O)Nc2ccc(N3CCOCC3)cc2)C1=O (stereo not given)
  FBA Mtb inh: -1
  PrPC surface inh: 4
  Mtb BioA inh: -0.9
  GDH-TPI counter: -7
  BoNT F protease: -2
  MazEF act: 1
  Rv3671c inh: 5
  FadD28 FP inh: -3.1
  Mtb UGM inh: 1.3

The list continues.
SMILES | FBA Mtb inh | PrPC surface inh | Mtb BioA inh | GDH-TPI counter | BoNT F protease | MazEF act | Rv3671c inh | FadD28 FP inh | Mtb UGM inh
Cc1ccccc1C(=O)NCC(c1ccco1)N1CCc2ccccc2C1 (stereo not given) | -4 | 1 | 3.4 | -2 | -11 | 3 | -8 | -6.8 | 0.8
COc1ccc2c(c1)c(C)cc[n+]2Cc1ccccc1 | 41* | -13 | -2.3 | 6 | ? | 0 | . | -0.4 | 2.9
O=C(CN(c1ccccn1)S(=O)(=O)c1ccccc1)N/N=C/c1cccc([N+](=O)[O-])c1 | 2 | -8 | -0.1 | 3 | -1 | 4 | -5 | -3.0 | -1.4
O=C1c2ccccc2C(Nc2ccc3c(c2)OCCO3)N1Cc1ccco1 (stereo not given) | -1 | 4 | 1.7 | 2 | -2 | 3 | 11 | -2.2 | 0.7
CC(C)C(=O)NC(=S)Nc1ccc(S(=O)(=O)NC(C)(C)C)cc1 | -2 | 3 | 0.2 | 12 | -6 | 4 | -5 | -3.4 | 3.7
C=C(C)CNC(=S)N/N=C(\C)c1ccc(Cl)s1 | -1 | -7 | -1.2 | 30 | -3 | -4 | -2 | -3.4 | -4.3
Cc1ccc(NS(=O)(=O)c2cc(C(=O)N3CCN(C)CC3)ccc2C)cc1C | 0 | 7 | -0.3 | 0 | 1 | -14 | -1 | -0.6 | -1.8
CC(C)CN(C(=O)CSc1nc2ccccc2c(=O)n1C)C1CCS(=O)(=O)C1 (stereo not given) | 0 | 5 | 3.3 | -5 | 4 | 3 | -2 | -2.8 | 2.8
CSCC[C@H](NC(=O)Nc1ccc(S(N)(=O)=O)cc1)C(=O)O | 6 | -6 | . | 1 | -3 | 6 | 2 | -3.8 | 5.1
CCCN1CCN(C(=O)CCCNC(=O)Cn2cnc3sc(C)c(C)c3c2=O)CC1 | -4 | 0 | 4.7 | -11 | 1 | 10 | 0 | -0.1 | 0.2
O=C(CCNS(=O)(=O)c1ccc(Cl)cc1)NCc1ccccn1 | 0 | 3 | -0.4 | 6 | -11 | -15 | 8 | 1.7 | -1.0
Cc1cnc(C)c(N2CCN(Cc3nc(-c4ccc(C)o4)oc3C)CC2)n1 | 1 | -12 | . | 3 | 2 | -18 | 3 | 0.0 | 1.2
COc1cccc(NC(=O)C2CSC3(C)CCC(=O)N23)c1 (stereo not given) | 2 | 7 | 0.2 | -5 | . | -3 | -3 | -4.0 | 0.2
CN(C(=O)c1ccncc1)c1ccccc1 | 2 | 0 | . | -2 | ? | 7 | 0 | -4.1 | -0.5
CCC(C)NC(=O)c1ccc(N2CCC3(CC2)OCCO3)c([N+](=O)[O-])c1 (stereo not given) | -2 | -34 | . | 3 | -4 | -2 | -4 | -3.7 | 0.0
CCn1ncc(C(=O)Nc2ccc(S(=O)(=O)N3CCCC3)cc2)c1C | -1 | -1 | -0.9 | -10 | 2 | 2 | 6 | -3.0 | 5.1
CCCCNc1ncnc2sc3c(c12)CCN(CCC)C3 | 34* | -12 | 4.7 | 9 | 0 | -10 | 5 | . | -2.8
O=C(NCc1ccccc1)c1ccc2c(c1)OCCO2 | 2 | -8 | -0.8 | 3 | -2 | 11 | 3 | -3.6 | -2.7
O=C(Nc1ccc(N2CCOCC2)cc1)C1CCN(S(=O)(=O)c2cccc(C(F)(F)F)c2)CC1 | 1 | 1 | -0.5 | 15 | 0 | 2 | . | -0.8 | .
Cc1cc(C)n(-c2ccc(C(=O)OCC(=O)NC(c3ccccc3)c3ccccc3)cc2)n1 | 2 | 3 | . | 10 | -3 | -10 | -9 | -1.3 | -3.4
N#Cc1cn(CC(=O)O)c2ccccc12 | 1 | 1 | -1.7 | 17 | -12 | -11 | 0 | -2.2 | 3.2
O=C(c1ccc(N2CC3CC(C2)c2cccc(=O)n2C3)c([N+](=O)[O-])c1)N1CCCC1 (stereo not given) | 18 | -8 | -1.8 | -4 | -4 | 1 | -1 | -0.4 | 0.8
CCCN(CC(=O)Nc1ccccc1OC)C(=O)c1cnc(Cl)c(Cl)c1 | -1 | -3 | 0.3 | 5 | 3 | 7 | 0 | -3.6 | -1.2
CC1=CN2C(=NC(=O)CC2(C)C(=O)N(CC(=O)NC2CCCC2)c2cc(C)cc(C)c2)C=C1 (stereo not given) | 144* | 8 | . | 3 | 4 | 2 | 1 | -1.5 | -5.0
O=C(NCc1ccco1)c1cc([N+](=O)[O-])ccc1Cl | 0 | -3 | . | -3 | -8 | 3 | 5 | -3.0 | -2.1
COc1ccc(NC(=O)CCOc2ccccc2F)cc1S(=O)(=O)N1CCCCC1 | 3 | 7 | . | 6 | -8 | 1 | -2 | 2.9 | -0.2
N#Cc1c(C(F)(F)F)cc(-c2cccs2)nc1SCc1ccc(Cl)nc1 | 5 | -6 | -1.4 | 10 | 6 | -3 | 4 | -1.8 | 1.5
COc1cc(-c2cc3nc(NCCc4ccncc4)ccn3n2)cc(OC)c1OC | 25 | -16 | 3.6 | 4 | 1 | . | . | -2.9 | .
CCCn1nc(C(=O)Nc2ccc(N3CCOCC3)cc2)c2ccccc2c1=O | 0 | 8 | 0.1 | -6 | -6 | 14 | 4 | 0.8 | -0.1
CC(OC(=O)c1ccc(NC(=O)CC#N)cc1)C(=O)Nc1nc(-c2ccccc2)cs1 (stereo not given) | -4 | 6 | -1.3 | 5 | 11 | -9 | 13 | -2.1 | .
COc1cc(NC(=O)c2ccccc2)c(OC)cc1Cl | 1 | -23 | 2.0 | 7 | 0 | 10 | 1 | -3.0 | -0.9
Cc1ccc(-c2nc(NC(=O)CSc3ncn[nH]3)ns2)cc1 | -2 | 3 | -0.1 | -5 | 5 | 5 | -2 | -1.3 | -1.1
CCOc1ccc2nc(N3C(=O)/C(=C/c4ccc(Cl)cc4)NC3=S)sc2c1 | -6 | -2 | . | 12 | 18 | -15 | . | -3.4 | .
COc1cccc(/C=C/C(=O)OCC(=O)Nc2ccc(N3CCOCC3)cc2)c1OC | 0 | 1 | . | 3 | -3 | 9 | 2 | -3.8 | -1.8
COc1ccccc1-c1sc2cc3c(cc2c1-c1ccc2c(c1)OCO2)OCO3 | 4 | -4 | -4.4 | 26 | -10 | -1 | 5 | 0.8 | 3.7
O=C(Nc1ccccc1OC(=O)c1ccc(Cl)cc1)c1ccc(Cl)cc1 | -5 | 0 | . | 0 | 0 | 13 | 1 | -2.9 | -4.5

The closing two records of the section before lead into the next.
SMILES | FBA Mtb inh | PrPC surface inh | Mtb BioA inh | GDH-TPI counter | BoNT F protease | MazEF act | Rv3671c inh | FadD28 FP inh | Mtb UGM inh
COc1ccccc1-c1sc2cc3c(cc2c1-c1ccc2c(c1)OCO2)OCO3 | 4 | -4 | -4.4 | 26 | -10 | -1 | 5 | 0.8 | 3.7
O=C(Nc1ccccc1OC(=O)c1ccc(Cl)cc1)c1ccc(Cl)cc1 | -5 | 0 | . | 0 | 0 | 13 | 1 | -2.9 | -4.5
Cc1ccc(C(=O)CN(C(=O)c2ccc(Cl)c(Cl)c2)N2C(=O)C3C4C=CC(C4)C3C2=O)cc1 (stereo not given) | 0 | -2 | -2.3 | -8 | -16 | -8 | -7 | -3.1 | -0.5
COC(=O)C1=CN(Cc2ccc(C)cc2)C=C(C(=O)OC)C1c1cc(OC)c(OC)c(OC)c1 | 33* | 1 | 16 | 12 | 3 | -7 | 0 | -2.4 | -1.4
CCn1c(-c2csc(C(C)C)c2)n[nH]c1=S | 3 | 10 | 0.7 | 8 | -3 | 0 | 0 | -1.2 | -2.5
CCOCCCN(C(=O)CCC(=O)Nc1cc(C)on1)C(C(=O)NC(C)(C)C)c1ccccc1Cl (stereo not given) | 0 | -3 | -0.1 | 7 | -19 | 5 | -17 | -2.0 | -0.8
Cc1cccc(C(C)C)c1NC(=O)COC(=O)COc1ccc2c(C)cc(=O)oc2c1 | 30* | 6 | . | 5 | 3 | -5 | -16 | -0.4 | -2.7
COc1ccc(C(CC(=O)N2CCN(c3ccccc3)CC2)c2c(O)cc(OC)cc2OC)cc1 (stereo not given) | -3 | -6 | -1.3 | -5 | 1 | 3 | 4 | -3.8 | 1.2
CCc1nc2ccc(C(=O)N(C)CCN(C)C)cn2c1N(CC)CCOC | -2 | -7 | -0.7 | 2 | 2 | . | . | -6.2 | .
CC1(C)Cc2c(cnn2-c2cccc(F)c2)C(NC(=O)CCc2cnccn2)C1 (stereo not given) | 0 | 3 | 12 | 3 | 5 | 0 | 8 | -2.2 | 0.9
CC[C@@]12C(=O)N(c3cccc(C)c3)C(=O)N1[C@H](c1ccc(Br)cc1)[C@@H]1C(=O)N(C(C)(C)C)C(=O)[C@@H]12 | 4 | -3 | 4.1 | 9 | 3 | 7 | -17 | -1.3 | 0.8
COc1cccc(CN(C)CCCn2cnc(C(=O)Nc3ccc(C)c(C)c3)n2)c1 | -2 | -6 | -2.4 | 8 | -7 | -1 | . | -2.1 | .
Cc1noc(C)c1COc1ccccc1C(=O)NCc1ccccc1Cl | -1 | -3 | 1.7 | 0 | . | 1 | 2 | -3.8 | 1.0

Compound activity from PubChem.
